# Screening results: PubChem BioAssay, several laboratories
# PvdQ acylase: P. aeruginosa PvdQ acylase inhibition; purified PvdQ acylase, fluorescence plate reader; inhibition, % at 10 µM; actives 0.063% (n = 340,000); AID 488965; in the data active means inhibition above about 30%, passing the limit was not always enough; inconclusive means no clear call, values can overlap the other calls;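 further: 0% = vehicle neutral wells and 100% = reference inhibitor wells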
# SUMO Mot1 rescue: inhibitors of SUMOylation pathway: yeast Mot1-301 growth rescue; AID 2716; growth rescue, % at 18.8 µM; actives 1% (n = 320,000); S. cerevisiae Mot1-301 growth rescue, ATP luminescence, 38.5C; percent above DMSO median, 100 means doubled;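 active means every valid replicate shows activation above 250% relative to neutral control wells; inactive means the rest, any valid replicate at or below 250%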;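 further: OY570 slx delta 5 strain wells were the positive control but not used for scaling; some compounds called inactive have numbers as strong as hits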
# CDK5 p35 inh: blocks human CDK5/p35 kinase activity; AID 488839; inhibition, % at 10 µM; actives 0.01% (n = 330,000); Recombinant CDK5/p35, ADP-Glo luminescence, 60 min; Q00535+Q15078;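 active means highest replicate inhibition of at least 50% and at least 75% of replicates reaching 50%; inconclusive means only one of the two criteria met; inactive means both criteria failed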;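 further: plate controls were DMSO neutral control for no effect and GW8510 at 10 µM for full effect; many of its hits are not listed in these tables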
# PfHsp90 set2: growth inhibition of yeast expressing Plasmodium Hsp90; S. cerevisiae expressing PfHsp90, BacTiter-Glo ATP, 48 h; yeast lacking PDR1 and PDR3 efflux regulators; inhibition, % at 9.4 µM; actives 0.32% (n = 310,000);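 active means every replicate shows inhibition above about 80%, whatever the replicate mean, limit read from the data; inconclusive means mean inhibition reaches the set limit but some replicate falls short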;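 further: 0% = DMSO neutral controls and 100% = 20 µM radicicol positive controls; yeast relying on Plasmodium falciparum Hsp90 in place of its own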
# Keap1 Nrf2 FP: inhibitors of human Keap1-Nrf2 protein-protein interaction. Q14145. Keap1 Kelch-Nrf2 peptide fluorescence polarization, 1536-well. inhibition, % at 9.4 µM. actives 0.15% (n = 340,000); in the data active means inhibition above about 12%; inconclusive means no clear call, values can overlap the other calls; inactive means below about 7.3%;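 further: human Keap1 Kelch domain with fluorescein labeled Nrf2 9mer peptide probe; 0% = neutral control wells and 100% = peptide positive control; higher means more block of Keap1 binding to Nrf2 peptide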
# Target sequence (Q14145 whole entry, looked up, the tested form may be a part): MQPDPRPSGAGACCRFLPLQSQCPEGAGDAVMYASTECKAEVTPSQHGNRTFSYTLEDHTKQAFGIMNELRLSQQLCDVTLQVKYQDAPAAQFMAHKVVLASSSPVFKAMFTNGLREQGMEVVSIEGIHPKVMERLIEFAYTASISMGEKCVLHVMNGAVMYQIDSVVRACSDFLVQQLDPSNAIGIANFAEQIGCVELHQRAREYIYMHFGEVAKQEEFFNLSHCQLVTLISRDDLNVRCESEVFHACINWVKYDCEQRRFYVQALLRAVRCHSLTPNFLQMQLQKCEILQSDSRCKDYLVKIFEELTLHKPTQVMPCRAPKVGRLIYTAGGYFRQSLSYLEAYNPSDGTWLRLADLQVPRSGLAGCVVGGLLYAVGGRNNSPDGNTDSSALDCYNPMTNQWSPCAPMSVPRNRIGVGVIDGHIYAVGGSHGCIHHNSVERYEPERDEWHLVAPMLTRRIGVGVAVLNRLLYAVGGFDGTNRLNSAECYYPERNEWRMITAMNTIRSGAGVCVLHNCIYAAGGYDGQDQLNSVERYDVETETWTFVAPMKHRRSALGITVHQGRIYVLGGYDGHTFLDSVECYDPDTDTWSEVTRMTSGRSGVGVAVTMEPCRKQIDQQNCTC
# C-LANA FP: KSHV C-LANA DNA binding inhibition; inhibition, % at 9 µM; actives 0.078% (n = 340,000); MBP-C-LANA/FAM-LBS DNA binding, fluorescence polarization;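 active means highest replicate inhibition at or above 60% at 9 µM, even if other replicates fall short; inactive means all replicates below 60% inhibition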;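 further: 0% = neutral control wells and 100% = 4 µM acridine orange control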
# cardiac RTF act: increases calcium sensitivity of human cardiac regulated thin filaments | P19429+P45379 | IANBD-labeled TnC RTF fluorescence at EC20 calcium; 0% EC20 calcium, 100% full calcium | activation, % at 7.2 µM | actives 0.24% (n = 340,000) | AID 493008;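 active means activation above the mean over all tested compounds plus 3 SD, cut at about 30% in these data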;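 further: rise in fluorescence read as greater calcium sensitivity of cardiac thin filaments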
# RTF Ca sens inh: cardiac RTF calcium desensitization; P19429+P45379; inhibition, % at 7.15 µM; actives 0.12% (n = 340,000); IANBD-labeled cardiac RTF, Ca2+ fluorescence;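 active means inhibition above the mean inhibition of all tested compounds plus 3 SD, cut at about 17% in these data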;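 further: assay run at fixed EC70 calcium of 1.6 mM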
# Rtt109 Vps75: blocks Candida albicans Rtt109/Vps75 acetyltransferase activity. Q5AAJ8. purified Rtt109/Vps75, ThioGlo CoA-SH fluorescence, 4 h. inhibition, % at 34.9 µM. actives 0.16% (n = 330,000). AID 540336;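 active means inhibition of at least 50% in every replicate; inconclusive means best replicate reaches 50% inhibition but some replicates fall short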
# Target sequence (Q5AAJ8 whole entry, looked up): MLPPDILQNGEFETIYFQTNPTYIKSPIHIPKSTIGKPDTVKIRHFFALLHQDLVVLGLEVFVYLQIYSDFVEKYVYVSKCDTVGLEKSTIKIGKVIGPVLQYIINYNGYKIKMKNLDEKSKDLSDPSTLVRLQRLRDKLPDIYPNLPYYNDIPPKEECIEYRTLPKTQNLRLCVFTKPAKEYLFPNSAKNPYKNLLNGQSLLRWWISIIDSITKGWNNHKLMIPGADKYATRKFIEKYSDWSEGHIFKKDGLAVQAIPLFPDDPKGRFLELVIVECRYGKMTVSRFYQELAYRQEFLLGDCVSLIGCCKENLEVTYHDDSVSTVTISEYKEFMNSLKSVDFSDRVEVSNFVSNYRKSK
# NSD2 HMT inh: blocks human histone methyltransferase NSD2. O96028. NSD2 peptide methylation, AlphaScreen, 120 min. inhibition, % at 12.5 µM. actives 0.54% (n = 310,000). AID 743445; in the data active means inhibition above about 50%
# dFosB act: enhances mouse delta FosB homodimer DNA binding | P13346 | purified delta FosB, TAMRA-CDK5 oligo fluorescence polarization; percent of positive-control signal above neutral wells | activation, % at 25 µM | actives 0.99% (n = 340,000) | AID 493131;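 active means mean activation above about 17%, with every replicate also reaching it, limit read from the data, passing the limit was not always enough; inconclusive means only one of the two conditions met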;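 further: fluorescence polarization rise as delta FosB binds a TAMRA Cdk5 AP-1 oligo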
# An asterisk follows results filed as active; ? = inconclusive; . = not tested or not shown. The order is random; overall some 3.2% were active at least once.
SMILES,PvdQ acylase,SUMO Mot1 rescue,CDK5 p35 inh,PfHsp90 set2,Keap1 Nrf2 FP,C-LANA FP,cardiac RTF act,RTF Ca sens inh,Rtt109 Vps75,NSD2 HMT inh,dFosB act
CC(C)CC(NC(N)=O)C(=O)NCCc1ccc(Cl)cc1 (configuration not stated),-13,313,-0.7,-6,0,1.7,0,4,-2,-2,-8
Cc1cccc(C(=O)NC(=S)NCc2cccnc2)c1,-13,1,-0.6,12,-2,0.3,3,-10,-15,-2,-1
COc1ccc(S(=O)(=O)N2CCC(C(=O)NCc3ccncc3)CC2)cc1OC,0,-10,0.4,1,-2,-0.5,-9,-5,1,-3,-5
O=C(CSC1=NCCN1)NC(c1ccccc1)c1ccccc1,-17,-16,-0.9,32,-5,-1.2,-3,12,-7,6,-4
CCOc1ncccc1C(=O)Nc1ncc(C)s1,-11,45,1.0,24,-1,0.8,2,-2,1,-4,-14
O=C(NCc1cccs1)c1ccc(CS(=O)(=O)c2ccc(Cl)cc2)o1,4,-16,-0.7,2,1,0.3,4,-8,22,1,-17
COC(=O)C1CCN(Cc2nnc(-c3ccccc3)o2)CC1,-21,9,-1.1,14,-3,-1.0,14,-8,-1,1,1
Cc1ccc(NC(=O)CN(C)C(=O)c2n[nH]c(=O)c3ccccc23)cc1,7,2,-1.2,13,4,-1.0,-1,-4,3,-4,-4
Cc1ccc(S(=O)(=O)N2CCCC2CNC(=O)C(=O)Nc2ccccc2)cc1 (configuration not stated),-12,-21,0.3,.,-3,1.3,4,-11,1,0,-6
O=S(=O)(c1ccc(Br)cc1)N1CCN=C1SCc1cccc(F)c1,-9,-4,-2.4,16,2,0.9,0,-9,2,-2,-8
Cc1cc(C(F)(F)F)c2c(n1)sc1c(O)cc(=O)[nH]c12,-2,6,-1.8,3,0,-1.3,4,-9,1,-1,-3
CC(=O)c1cccc(NC(=S)N2CCCC2)c1,-2,9,-1.3,0,1,1.4,2,-9,-2,3,-1
Cc1cccc(C(=O)NC(NCCc2ccccc2)C(Cl)(Cl)Cl)c1 (configuration not stated),12,15,-0.1,7,5,-0.2,-3,4,5,.,-14
CCOCc1nnc(NC(=O)C2c3ccccc3Oc3ccccc32)s1,3,-9,-0.9,-40,1,0.4,-1,7,3,2,-7
O=c1[nH]c(C(Cl)(Cl)Cl)nc2ccc3ccccc3c12,3,12,1.5,-52,1,0.9,4,13,-5,1,-1
CCc1ccc(CN2CCCC(C(=O)Nc3ccccc3-c3ccc(OC)cc3)C2)o1 (configuration not stated),-7,0,0.1,-3,0,1.0,-2,-8,-1,11,-9
N#Cc1cc2c(=O)n3ccccc3nc2n(-c2ccc(Cl)cc2)c1=O,-20,-3,-2.7,-21,4,6.5,1,-7,-25,-5,-6
COc1ccc(OCC(=O)Nc2cccc(-c3nc4ccccc4o3)c2)cc1,-7,15,0.0,-40,-4,-4.1,-2,0,-1,0,1
CCOC(=O)C1(Cc2ccccc2C)CCCN(C(=O)CN2CCCCC2=O)C1 (configuration not stated),-7,2,-1.6,-1,1,-4.4,-2,1,-1,0,-4
CN(C)c1cccc(C(=O)Nc2ccc(N3CCOCC3)cc2)c1,0,121,-0.1,-16,-3,-0.6,1,4,3,2,2
NN/C(=C\[N+](=O)[O-])Nc1ccc(Cl)cc1,-8,20,-0.2,4,2,1.3,-1,-11,.,1,-11
CC(=O)OC(C)[C@H]1CC[C@H]2[C@@H]3CC[C@H]4C[C@@H](OC(C)=O)CC[C@]4(C)C3=CC[C@]12C (some centres not stated),1,44,0.6,-2,-2,0.3,-3,-5,4,.,1
O=C(N/C(=C/c1ccco1)C(=O)N1CCc2ccccc21)c1ccco1,-13,-28,-1.7,-6,0,1.3,2,-5,13,8,-9
CCC(C)Sc1ccc([C@H]2N[C@@](CC(C)C)(C(=O)OC)[C@H]3C(=O)N(CC)C(=O)[C@@H]23)cc1 (some centres not stated),-8,2,-0.7,-8,-4,-0.9,4,4,3,.,-9
Cc1cc(=O)oc2cc(OCC(=O)NCCc3c[nH]c4ccc(F)cc34)ccc12,-3,9,.,-22,1,1.1,-4,1,12,-4,-1
SMILES,PvdQ acylase,SUMO Mot1 rescue,CDK5 p35 inh,PfHsp90 set2,Keap1 Nrf2 FP,C-LANA FP,cardiac RTF act,RTF Ca sens inh,Rtt109 Vps75,NSD2 HMT inh,dFosB act
CCOc1ccc(-c2nnc(Nc3ccc(OC)c(C(=O)N4CCCCC4)c3)c3ccccc23)cc1,-2,176,0.6,-7,-2,0.3,-5,2,11,1,-25
Cc1ccc(C)c(S(=O)(=O)Nc2ccc3[nH]c(=O)[nH]c3c2)c1,-10,8,-0.9,13,2,1.1,1,-10,0,2,1
Cc1c(NC(=O)c2cc(=O)[nH]c(=O)[nH]2)c(=O)n(-c2ccccc2)n1C,-15,9,0.0,31,-4,-0.5,4,-4,19,9,5
CCc1ccc(Nc2n[n+](-c3ccccc3)c(-c3ccc(OCc4ccccc4)cc3)s2)cc1,-7,-14,-1.1,5,-6,4.0,2,-4,3,.,2
CCCCn1c2ccccc2c2nnc(SCCN3CCCCC3)nc21,5,.,0.8,-6,-1,-2.7,4,-6,-3,7,-5
Cc1ccc(C(=O)C2CCN(C(=S)NCC3CCCO3)CC2)cc1 (configuration not stated),10,13,4.7,14,-2,0.6,2,-2,13,2,2
COc1ccc(CCNC(=O)CSc2nc(O)cc(=O)[nH]2)cc1OC,-2,6,0.5,3,2,-11,2,2,-5,1,-4
CCN(C(=O)COC(=O)c1cccc(S(=O)(=O)NCc2ccccc2)c1)c1ccccc1,6,.,0.6,34,2,-0.6,-9,-1,6,-1,-10
Cc1cc(C(=O)COC(=O)CC2Sc3ccccc3NC2=O)c(C)n1-c1ccc2c(c1)OCO2 (configuration not stated),-6,-3,-0.5,-4,0,-0.6,2,1,5,6,-5
CC(C)(C)n1ncc2c(=O)n(Cc3c(F)cccc3Cl)cnc21,-9,-1,-0.4,-20,-6,-1.5,2,-11,-1,-5,3
O=C(NCC(c1ccc(F)cc1)N1CCOCC1)c1cccc(Br)c1 (configuration not stated),10,-5,0.3,.,4,2.5,2,6,13,-4,-13
COC(=O)COc1ccc(/C=C2/SC(=O)N(CC(=O)N3CCCC3)C2=O)cc1Br,-13,6,-1.9,-70,0,-1.2,-3,-4,-8,-1,4
Cc1cc(=O)oc2c(C)c(OCC(=O)N3CCN(c4cccc(Cl)c4)CC3)ccc12,-7,6,.,0,-3,-0.2,-3,-7,-7,-6,0
COc1ccc(NC(=O)CC2Oc3ccc(C)cc3NC2=O)cc1 (configuration not stated),3,-7,-0.5,-5,4,0.3,-3,2,3,.,9
Cc1cccc(-c2nnc(SCC(=O)N3c4ccccc4CCc4ccccc43)n2C)c1,-6,5,1.9,-7,-2,-1.3,-1,-11,6,0,-13
C[C@H]1C[C@H]2[C@@H]3CCC4=CC(=O)C=C[C@]4(C)[C@@]3(F)[C@@H](O)C[C@]2(C)[C@@]1(O)C(=O)CO,2,11,-0.5,8,2,0.1,-2,7,9,.,5
Cc1ncccc1C(=O)N1CCCC(C(=O)c2ccc3c4c(cccc24)CC3)C1 (configuration not stated),-6,-20,0.4,-5,-3,0.6,-7,10,5,4,-9
CC(=O)c1ccccc1NC(=O)COC(=O)Cc1cccc(C(F)(F)F)c1,1,-1,0.8,4,2,-2.4,5,-2,-5,-2,-6
COC(=O)c1c(C)[nH]c(C(=O)CSc2nnnn2-c2ccccc2)c1C,-9,-1,-0.6,-12,1,1.6,5,4,1,-2,-7
COc1ccc(OC)c(C(=O)C2COC(=O)C2)c1 (configuration not stated),-13,-8,0.6,12,-6,-2.0,-1,5,-6,0,-1
Cc1ccc(Cn2c(C3CCCN3c3nc(-c4ccc(F)cc4)cs3)nc3cc(C(=O)NCCCO)ccc32)cc1 (configuration not stated),-6,-26,0.0,1,-8,0.8,1,5,-1,.,-1
Cc1ccc(C(=O)NC(C)c2ccccc2)cc1Br (configuration not stated),-24,-1,-4.4,0,1,0.2,0,-3,-2,-3,-2
COc1cccc(NC(=O)c2cccc(OC)c2OC)c1,-12,1,-1.6,-35,-5,0.4,0,0,-11,-1,1
O=C(Nc1nnc(N2CCCCCC2)s1)c1cc(-c2ccc(Br)cc2)on1,-9,-3,2.2,31,-1,0.8,5,-6,-4,.,-4
Cc1ccc(N2OC3C(=O)NC(=O)C3C2c2ccco2)cc1 (configuration not stated),-8,-16,0.9,-27,-6,-1.0,3,-6,-8,.,0
SMILES,PvdQ acylase,SUMO Mot1 rescue,CDK5 p35 inh,PfHsp90 set2,Keap1 Nrf2 FP,C-LANA FP,cardiac RTF act,RTF Ca sens inh,Rtt109 Vps75,NSD2 HMT inh,dFosB act
CCn1nc(NS(=O)(=O)c2ccccc2)c2cc3ccc(C)cc3nc21,-14,-6,-10,-25,-3,0.4,0,5,3,17,-22
CC(OC(=O)Cn1ccccc1=O)C(=O)Nc1cc(Cl)cc(Cl)c1 (configuration not stated),7,5,0.7,-7,0,-0.2,10,-2,12,0,-3
Cc1cccc(OCCCCCNCCO)c1,3,1,0.4,1,-5,1.0,2,-3,2,1,-5
Fc1ccc2c(c1)Sc1ccc(Cl)cc1CC2N1CCN(CCC2OCCO2)CC1 (configuration not stated),-2,-21,-0.5,-4,-2,-0.9,-1,-1,27,11,?
Cc1ccc2c(=O)cc(C(=O)NC3CCS(=O)(=O)C3)oc2c1C (configuration not stated),-9,.,0.5,7,-3,-1.2,0,-9,-11,8,4
CCCc1ncc(C(O)(c2ccccc2)c2ccc(C)cc2)n1C (configuration not stated),-8,-6,-0.2,5,-6,-0.9,-1,-9,1,5,0
Cc1ccc(-n2c(Cl)c(Cl)nc(Cl)c2=O)cc1,8,27,1.4,105*,-3,0.1,1,-14,16,.,4
COC(=O)[C@H](C)[C@@H]1C[C@@]1(C)[C@@H](NC(=O)OCc1ccccc1)c1ccccc1,7,-15,-0.9,-8,-2,-0.2,-5,4,-3,.,3
O=C(Cc1coc2ccc3ccccc3c12)N1CCc2ccccc21,-3,-2,1.4,-40,-1,2.4,-1,-4,-3,2,3
O=C(Nc1ccc(C2CC2(Cl)Cl)cc1)c1ccccc1Br (configuration not stated),-15,8,2.1,9,-3,0.0,1,-2,-2,-2,1
COc1ccc(CNC(=O)CCc2ccc(S(=O)(=O)N3CCCCCC3)cc2)cc1,-14,18,-0.3,-13,0,-1.9,1,-5,2,0,-5
CC1(C)OC2OC3C(CN)OC(c4ccccc4)OC3C2O1 (configuration not stated),7,.,2.1,8,-3,2.0,-2,-4,-5,0,-2
O=C(Cn1cc(C(F)(F)F)ccc1=O)N/N=C/c1ccc(Cl)c(Cl)c1,-24,-9,-2.0,-16,-1,1.1,11,-10,-3,0,-17
O=C(Cn1cnc2c(oc3ccccc32)c1=O)NCC1CCCO1 (configuration not stated),6,-10,-1.8,.,-2,1.0,-3,10,4,6,-5
